# Screening data: PubChem BioAssay, several laboratories
# BB579 growth dn: chemicals that inhibit yeast BB579 growth in restrictive medium (lifespan-shortening candidates). S. cerevisiae BB579 growth, OD615, 48 h. inhibition, % at 10 µM. 140,000 compounds, 0.51% hits. AID 804;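 active = inhibition above a set limit, 3 SD over the mean compound inhibition, cut at about 44% in these data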; also: inactives centre near -24
#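 Assay system – yeast BB579 (DeaD) · Dosing – single compound dose of 10 µM, 0.25% DMSO final · Detection – OD615 turbidity measurement · Buffer or medium – CSMM-D restrictive synthetic medium containing dextrose (glucose) · Benchmarks – positive control amphotericin B 10 µg/mL · Incubation – 48 h exposure, 30 °C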
# Yeast lifespan up: yeast lifespan extension; S. cerevisiae growth with nicotinamide, OD615; deaD strain in restrictive glucose medium; inhibition of the nicotinamide effect, % at 10 µM; 130,000 compounds, 0.68% hits; AID 775;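 active = inhibition above a set limit, placed 3 SD over the median of all compounds, cut at about 26% in these data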;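 also: 0% = nicotinamide-treated wells and 100% = cells grown without nicotinamide; some compounds called inactive have numbers as strong as hits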
#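 Buffer or medium: CSMM-D glucose medium, restrictive; test system: modified budding yeast, DeaD strain; compound: single dose 10 µM compound, 0.25% DMSO; schedule: culture preincubation 4 h, compound exposure 48 h, both 30 °C; detection: optical density (absorbance) at 615 nm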
# Phagocyt inh: blocks phagocytosis by macrophages; J774A.1 macrophage IgG-bead phagocytosis, imaging; 110,000 compounds, 0.07% hits; inhibition, % at 5 µM;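 active = inhibition above the mean of the plate negative controls plus 5 SD, cut at about 13% in these data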;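 also: phagocytic index as fraction of beads internalized from green versus red external bead signal; plate controls were DMSO negative control for no effect and cytochalasin-D positive control for full effect; some results beyond the cut were filed as inactive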
# HCT116 PTEN-null: PTEN-deleted cell growth suppression; AID 827; 140,000 compounds, 1.2% hits; HCT116 PTEN-null viability, CellTiter-Glo, 60 h; stronger effect = lower value; viability, % at 10 µM;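 active = viability at or below a set limit, 4 SD under the median of all tested compounds, cut at about 3.7% in these data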;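 also: PTEN knockout HCT116 line with beta catenin targeted HCT116 as companion control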
# MRP-1 activ: MRP-1 activation. 140,000 compounds, 0.61% hits. AID 799. H69AR cells + doxorubicin, viability rescue, CellTiter-Glo. viability increase, % at 10 µM;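 active = viability gain under doxorubicin at or above a set limit, the compound median plus 3 SD, cut at about 4.7% in these data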;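 also: MRP-1 overexpressing cells given doxorubicin 25 µM after compound pretreatment; 18-22 h compound pretreatment then 72 h with doxorubicin before readout; 0% = doxorubicin-only wells and 100% = vehicle-treated cells without doxorubicin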
# E-sel TNF inh: blocks E-selectin expression induced by TNF alpha; AID 1246; HUVEC TNFa-induced E-selectin immunofluorescence, high content; inhibition, % at 2 µM; 120,000 compounds, 0.71% hits;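 active = inhibition above the batch mean plus 3 SD, and confirmed as a hit on visual image review, cut at about 43% in these data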;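 also: 0% = TNF-stimulated DMSO wells and 100% = unstimulated control wells; not every result past the cut was called active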
# HCT116 bCat-KO: beta-catenin-lacking colon tumor cell growth suppression | HCT116 beta-catenin knockout viability, CellTiter-Glo, 60 h; stronger effect = lower value | viability, % at 10 µM | 140,000 compounds, 1.5% hits;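 active = viability at or under a set limit, the compound median less 4 SD, cut at about 6% in these data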;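 also: 0% = Hyamine 1622 control at 20 µM and 100% = untreated cell control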
# Measles CPE: protection of cells from measles virus. Measles virus-infected cells, CPE protection, absorbance. protection (pct of control), % at 4 µM. 140,000 compounds, 1.5% hits. AID 841; in the data active = protection mostly above about 24%, no sharp cut-off; inactive = mostly below about 26%; also: some compounds called inactive have numbers as strong as hits
# NPY Y2 blocker: NPY-Y2 (human) receptor antagonism; P49146; NPY-Y2 expressing cells, antagonist mode; inhibition, % at 2.7 µM; 140,000 compounds, 0.99% hits; in the data active = inhibition above about 17%;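 also: 0% = vehicle with agonist challenge and 100% = reference antagonist with challenge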
# Target sequence (P49146 whole entry, looked up): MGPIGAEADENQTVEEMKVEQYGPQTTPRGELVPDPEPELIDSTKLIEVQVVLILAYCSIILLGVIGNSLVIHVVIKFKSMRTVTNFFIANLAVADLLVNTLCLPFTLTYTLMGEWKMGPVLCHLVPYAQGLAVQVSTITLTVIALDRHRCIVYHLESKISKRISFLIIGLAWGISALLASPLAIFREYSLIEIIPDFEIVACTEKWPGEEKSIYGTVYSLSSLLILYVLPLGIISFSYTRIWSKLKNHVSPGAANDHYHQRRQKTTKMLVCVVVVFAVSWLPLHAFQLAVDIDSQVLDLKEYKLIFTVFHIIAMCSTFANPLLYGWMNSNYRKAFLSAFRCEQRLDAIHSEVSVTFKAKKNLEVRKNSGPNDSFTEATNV
# GALR2 blocker: antagonists of human galanin receptor 2 (GALR2) | O43603 | GALR2-expressing cells, antagonist mode | inhibition, % at 4 µM | 140,000 compounds, 0.39% hits | AID 828; in the data active = inhibition above about 27%;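 also: cells stimulated with galanin 1-16 at roughly its EC80; 0% = agonist challenge control and 100% = basal control without agonist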
# Target sequence (O43603 whole entry, looked up): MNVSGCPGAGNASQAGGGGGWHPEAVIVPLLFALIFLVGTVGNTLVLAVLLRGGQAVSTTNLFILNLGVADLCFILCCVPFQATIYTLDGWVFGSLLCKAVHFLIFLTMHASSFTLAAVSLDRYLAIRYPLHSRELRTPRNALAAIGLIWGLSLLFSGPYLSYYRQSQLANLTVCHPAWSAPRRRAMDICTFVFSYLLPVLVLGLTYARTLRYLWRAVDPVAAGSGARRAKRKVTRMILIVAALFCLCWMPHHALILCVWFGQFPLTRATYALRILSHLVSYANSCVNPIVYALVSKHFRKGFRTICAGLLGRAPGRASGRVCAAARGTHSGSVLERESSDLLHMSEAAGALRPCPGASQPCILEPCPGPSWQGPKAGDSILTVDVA
# Starred values were filed as active, the others as inactive; nt = not tested or not shown.
SMILES,BB579 growth dn,Yeast lifespan up,Phagocyt inh,HCT116 PTEN-null,MRP-1 activ,E-sel TNF inh,HCT116 bCat-KO,Measles CPE,NPY Y2 blocker,GALR2 blocker
O=C(Cc1coc(-c2ccc(F)cc2)n1)Nc1ccccc1,1,-28,-1,90,-1.8,nt,91,4,2,-2
c1ccc(-c2nnc(SCc3nc4ccccc4[nH]3)n2Cc2ccco2)nc1,-16,-4,2,71,-0.7,nt,70,25,2,12
CCOC(=O)c1sc(NC(=O)CCN2C(=O)c3cccc([N+](=O)[O-])c3C2=O)c(C(=O)OCC)c1C,-95,-7,1,95,-0.6,-12,97,8,3,-3
CCOC(=O)c1sc(NC(=O)CSc2ccccn2)c(C#N)c1C,-27,-11,1,67,-2.2,15,53,10,3,5
COc1ccc(CCN(Cc2cccs2)S(=O)(=O)c2ccc(S(=O)(=O)N3CCC(C)CC3)cc2)cc1OC,-9,2,-6,67,-2.6,nt,54,22,2,3
COc1cc(OC)c2c(c1)C(=O)OC2,5,0,0,97,-0.9,nt,91,8,6,1
CC(C)(C)C1CCc2c(sc(NC(=O)c3ccco3)c2C(N)=O)C1 (centres undefined),-20,nt,nt,51,-1.3,0,41,8,0,10
O=C(NCCc1ccccc1)/C(=C/c1ccco1)c1ccccc1,-23,0,-4,60,-2.7,4,59,13,3,-5
CC(=O)NC(NC(C)=O)c1ccc(Br)cc1,6,-9,nt,91,-0.2,nt,94,5,-2,-9
Cc1ccc(NC(=O)CN(C)C(=O)CCC(=O)c2cccs2)cc1,-17,-6,-10,86,-0.3,nt,96,17,2,-16
CCn1c(SCC(=O)Nc2cccc(OC)c2)nnc1-c1ccc(Cl)cc1,2,-5,0,89,-0.6,9,93,4,6,0
O=[N+]([O-])c1cc(S(=O)(=O)C(F)(F)F)ccc1Sc1nc2ccccc2[nH]1,-54,39*,-1,1.3*,-2.7,2,1.5*,5,1,-1
CC(OC(=O)Cc1coc2cc3c(cc12)CCC3)C(=O)NCc1ccc2c(c1)OCO2 (centres undefined),-8,0,nt,91,-2.9,17,98,7,7,-4
CCCOc1cccc(C(=O)NC(=S)Nc2cccc(NC(=O)c3ccccc3Cl)c2)c1,-13,4,nt,83,-2.9,nt,87,6,1,1
O=C(CCCN1C(=O)c2ccccc2C1=O)Nc1cccnc1,-27,nt,nt,98,-0.4,13,86,4,4,-6
CCOC(=O)C1CCN(C(=O)CNS(=O)(=O)c2cccs2)CC1,-18,-7,-3,87,-3.8,-18,88,8,1,8
O=C(COC(=O)c1cnccn1)c1ccc2c(c1)CCCC2,-26,-13,1,102,1.7,nt,106,4,4,-3
O=C(COc1ccc(S(=O)(=O)NCc2ccccc2)cc1)NCC1CCCO1 (centres undefined),17,-23,24*,92,-1.2,-2,89,8,2,-5
Cc1oc(-c2ccccc2)cc1C(=O)Nc1cccc2ccccc12,26,22,0,92,-2.4,-5,88,6,5,7
COC(CNC(=O)C1CCCCC1C(=O)O)OC (centres undefined),-19,1,-1,95,0.0,nt,97,21,1,1
Cc1ccc(NCc2nnc3n2CCCCC3)cc1,-35,-3,2,92,-0.9,nt,83,1,-1,-8
Cc1ccccc1OCC(=O)NNC(=O)CN1C(=O)c2ccccc2C1=O,-14,-2,-9,97,1.2,nt,92,11,5,7
Clc1cccc(N2CCN(CCNc3nc4ccccc4n4cnnc34)CC2)c1,-17,-26,-1,82,-1.4,-55,89,5,12,6
Cc1ccc(Cn2cc(S(=O)(=O)c3ccc(C(C)C)cc3)c(=O)c3cc4c(cc32)OCO4)cc1,-34,3,-13,85,0.5,12,88,21,17,-4
CN1CCN(C(=O)/C(=C\c2ccccc2)c2ccccc2)CC1,-38,-6,0,90,-1.5,0,95,4,-1,4
# Next entries follow:
SMILES,BB579 growth dn,Yeast lifespan up,Phagocyt inh,HCT116 PTEN-null,MRP-1 activ,E-sel TNF inh,HCT116 bCat-KO,Measles CPE,NPY Y2 blocker,GALR2 blocker
NNc1nc(NCc2ccccc2)nc(N2CCOCC2)n1,-10,nt,nt,90,-2.2,3,90,2,0,10
Clc1cc(Br)ccc1OCCCn1ccnc1,-25,6,3,89,0.9,nt,81,4,4,2
CCCNNC(=O)C(O)(c1ccccc1)c1ccccc1,-20,-5,-6,92,0.2,10,96,9,4,-1
Cc1ccc(-c2nc3ccccc3s2)cc1NC(=S)NC(=O)c1ccccc1,-9,-16,2,64,-1.8,9,61,10,2,4
CCNC(=S)N(Cc1ccco1)Cc1cc2cc3c(cc2[nH]c1=O)OCCO3,-35,1,-8,83,-3.5,nt,84,19,4,-6
O=C(Nc1nccs1)c1ccc2c(=O)n3c(nc2c1)CCCCC3,-34,51*,-3,94,-2.2,nt,92,24,4,-1
Cn1c(SCC(=O)N2CCOCC2)nnc1-c1cccc(NC(=O)c2ccccc2)c1,-17,-28,0,86,-1.3,64*,83,4,0,0
CCc1nnc(NC(=O)CSc2nnc(Cc3ccc(OC)cc3)o2)s1,-16,-7,0,100,3.8,-3,99,6,-3,-13
Cc1ccc(C(=O)N/C(=C/c2ccco2)C(=O)OCN2C(=O)c3ccccc3C2=O)cc1,-35,1,-10,92,-2.9,nt,91,16,3,-27
CCn1c(SCC(=O)N/N=C/c2ccc(C)s2)nc2ccccc21,-28,-6,2,16,-1.8,nt,14,8,8,1
CC(C)(C)C(=O)Nc1cccc(-c2nc3ccccc3c(=O)o2)c1,-16,-15,0,87,-2.9,5,94,10,2,7
CC(C)(C)c1ccc(OCC(O)CN(CCO)CC(O)Cn2ccc3ccccc32)cc1 (centres undefined),-13,1,-11,81,-0.3,nt,88,13,1,5
O=C(COc1ccccc1)Nn1c(-c2ccccc2)nc2ccccc2c1=O,-8,5,nt,89,-1.5,nt,95,5,4,8
COc1ccc(C2CC(c3ccccc3)=NN2C(=O)COC(=O)c2cc(S(=O)(=O)N3CCOCC3)ccc2F)cc1 (centres undefined),-20,5,-3,85,-2.6,nt,83,15,1,-8
Cc1ccc(NC(=O)c2ccco2)cc1NC(=O)CSc1nnc(-c2cccs2)n1C,-58,-11,1,87,-1.1,-19,87,2,4,0
Cc1ccc(CNS(=O)(=O)c2ccc3c(c2)OCCO3)cc1,-28,14,-2,93,-1.2,nt,93,12,4,25
c1ccc(-c2cc3c(-n4cccc4)ncnc3o2)cc1,-60,-19,-1,71,-4.3,nt,80,16,10,10
CCOc1ccc(S(=O)(=O)Nc2cc(C)ccn2)c2ccccc12,-65,-6,-1,78,-0.5,1,79,47*,6,2
O=C(/C=C/N1CCOCC1)c1coc2ccccc12,7,7,-4,88,3.1,nt,84,11,1,-18
CCc1c(C)sc(NC(=O)c2cc(C)on2)c1C#N,2,1,nt,83,-1.0,15,99,1,3,-11
CC(C)COC(=O)Cc1c(O)c2ccccc2[nH]c1=O,-33,6,0,98,-0.1,nt,90,20,4,4
Cc1ccccc1OCCOc1cccc(/C=N/NC(=O)Cc2nnc(N)s2)c1,-3,-13,-1,63,-0.3,-3,87,6,0,-5
Cc1ccc(N2C(=O)c3ccccc3C2C(=O)c2cc(C)ccc2O)cc1 (centres undefined),-38,3,nt,88,-2.3,nt,84,10,27*,4
CCC(=O)Nc1cc(C(=O)NCC2CCCN2CC)c(OC)cc1N(C)C (centres undefined),-46,1,-4,88,-1.4,-2,97,9,1,4
Cc1ccc(C2(C)NC(=O)N(CC(=O)Nc3cc(C)on3)C2=O)cc1 (centres undefined),-40,2,nt,90,-2.5,1,83,1,3,3
# Other results follow.
SMILES,BB579 growth dn,Yeast lifespan up,Phagocyt inh,HCT116 PTEN-null,MRP-1 activ,E-sel TNF inh,HCT116 bCat-KO,Measles CPE,NPY Y2 blocker,GALR2 blocker
COc1ccc(NC(=O)OCC(C)C)cc1OC,-13,-17,-3,101,-3.2,34,107,8,3,-11
O=C(COc1ccc(Cl)cc1Cl)NCCSc1ccc(Cl)cc1,-39,-25,-1,94,0.5,4,105,5,7,-4
O=c1c2ccccc2c(C=Nc2ccc(Cl)cn2)c(O)n1-c1cc(Cl)ccc1N1CCOCC1,-62,-1,0,77,1.0,1,75,17,-2,-8
COC(=O)C1=C(C)Nc2ncnn2C1c1cccnc1 (centres undefined),-18,-5,nt,109,1.7,7,94,9,-1,-5
Cc1csc(NC(=O)C2CCCN(S(=O)(=O)c3cnc[nH]3)C2)n1 (centres undefined),12,-7,0,89,-1.0,-1,89,21,-1,2
CC(C)C(NC(=O)CNC(=O)OC(C)(C)C)C(=O)NCc1ccccc1 (centres undefined),-73,2,-1,104,0.1,nt,89,1,2,-6
CCCCN(C(=O)CSc1nnc(-c2ccc(OC)cc2)n1CC)c1c(N)n(Cc2ccccc2)c(=O)[nH]c1=O,-5,5,-9,95,-1.1,-28,90,10,-2,7
COc1ccc(C2/C(=C(\O)c3ccc4c(c3)OCCO4)C(=O)C(=O)N2Cc2ccco2)c(OC)c1 (centres undefined),-32,nt,nt,94,-3.4,23,89,7,3,-9
CCOc1ccc(Cn2ccnc2)cc1[N+](=O)[O-],-11,4,-13,92,-1.3,nt,100,14,2,5
CCN(CC)S(=O)(=O)c1ccc(C(=O)N2CCN=C2SC)cc1,40,-8,-1,113,-0.5,9,95,22,3,-1
O=C(Nc1ccccc1Cl)N1CCN(c2ccc3nnc(-c4ccc(F)cc4)n3n2)CC1,-79,5,0,72,-3.6,43,68,5,-1,-5
CCN(CC)S(=O)(=O)c1ccc(C(=O)NNc2nc(-c3ccccc3)c3cc(Br)ccc3n2)cc1,-42,6,-6,70,-2.8,nt,80,4,-2,-12
CC(NC(=O)c1cccs1)c1ccc2c(c1)OCO2 (centres undefined),-14,3,0,95,-1.9,-12,97,22,0,4
C/C(=N\Nc1nnc2c3ccccc3n(C)c2n1)c1ccc(C)o1,-22,-7,-2,74,-1.7,-16,82,4,2,5
COc1ccc(-n2nnnc2SCC(N)=O)cc1,-38,0,-2,96,-2.0,-28,91,12,0,6
Nc1c(C(=O)Nc2ccccc2F)sc2nc(-c3ccco3)ccc12,-73,-1,1,103,-1.2,4,87,nt,0,31*
CCn1c(-c2nn(C)c(C)c2Cl)n[nH]c1=S,-38,nt,nt,102,1.4,0,101,24,1,-7
C/C(=N\N=C(N)N)c1ccc(Cl)cc1,-10,-5,3,64,-3.7,13,69,7,3,10
Cc1ccc(-c2ccc(=O)n(CC(=O)N3CCN(c4cccc(C)c4)C(C)C3)n2)cc1 (centres undefined),-7,3,nt,83,2.5,31,85,26,8,-5
Cc1ccc(-n2nc(C)c3cc(C(=O)O)sc32)cc1,18,-14,-1,101,-0.9,-8,97,13,5,-4
CC(=O)Oc1ccc(-c2cccc(C(=O)NCC(=O)O)c2)cc1,-24,24,nt,90,0.0,9,82,6,0,-2
Cc1noc(/C=C/N(C)C)c1S(=O)(=O)N1CCCC(C(=O)NC(C)c2ccccc2)C1 (centres undefined),-18,-21,nt,85,-0.1,nt,68,3,0,-6
C=CCc1cc(/C=N/n2cnnc2)cc(OCC)c1O,-9,-5,-3,87,-1.3,nt,101,3,4,-8
